Screening data as filed in PubChem.
HIF activator = HIF pathway transcriptional activation; U2OS HRE-luciferase reporter, luminescence; normalized: DMSO 0%, desferrioxamine 100%; activation, % at 7.5 µM (by protocol); 300,000 compounds, 0.32% hits;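 active = mean activation of at least 10% of the iron chelator positive control signal, with at least half of replicates also reaching 10%; inconclusive = mean and replicate majority disagree about reaching 10%; inactive = mean and most replicates under 10%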
HSF-1 act = increases HSF-1 driven luciferase reporter signal; NIH3T3-HGL HSF-1 luciferase reporter, MG132, 8 h; 100% = twice DMSO control signal; activation, % at 9 µM; 300,000 compounds, 1.7% hits; AID 504408;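 active = mean replicate activation of at least 50% with a set share of replicates each reaching 50%; inconclusive = only one of those two conditions met; inactive = mean below 50% and too few replicates reaching it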;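 also: 0% = median of the neutral control wells and 100% = twice that signal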
KLF5 inhibitor = inhibitors of KLF5 expression; 290,000 compounds, 0.23% hits; inhibition, % at 5 µM; DLD-1 KLF5 promoter-luciferase reporter, luminescence;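 active = inhibition above a per-plate limit of that plate's mean compound inhibition plus 3 SD, cut at about 60% in these data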;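 also: 0% = DMSO wells and 100% = LY294002 at 200 µM; higher means less KLF5 promoter-driven luciferase light; inactives centre near -14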
AI-2 QS modul = Vibrio harveyi AI-2 quorum sensing modulation; Vibrio harveyi JMH597 AI-2 luminescence/OD600 ratio, 9 h; hits give low values; strain lacks LuxN and CqsS sensors; 0 = neutral-control median; AID 2094; activity change, % at 7.5 µM; 300,000 compounds, 0.4% hits; in the data active = activity change below about -75%, passing the limit was not always enough; inconclusive = no clear call, values can overlap the other calls;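 also: luminescence divided by OD600 gain over 9 h not by final OD600 alone; inactives centre near 13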
HSP90 refold inh = blocks HSP90-mediated luciferase refolding in reticulocyte lysate. Rabbit reticulocyte lysate, luciferase refolding luminescence, 3 h. inhibition, % at 5.6 µM. 290,000 compounds, 0.91% hits;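 active = inhibition above the screen-wide mean plus 3 SD, computed separately per campaign, cut at about 16% in these data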;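 also: 0% = DMSO wells and 100% = 60 µM geldanamycin wells; inhibitors lower the luminescence because luciferase stays unfolded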
Platelet DG rel = platelet dense granule release activity; inhibition, %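 (compounds screened at 7.5 µM in platelet-rich plasma)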; human platelet-rich plasma, SFLLRN dense granule ATP release, luminescence; 300,000 compounds, 0.22% hits;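 active = mean replicate score, as percent of positive control, at or above 50; inconclusive = mean below 50 but at least one replicate at or above 50; inactive = mean and every replicate below 50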
IEC-6 tox = kills IEC-6 intestinal cells in KLF5 counter-screen; IEC-6 cytotoxicity, luminescence viability; inhibition, % at 5 µM; 290,000 compounds, 0.78% hits; AID 1825; in the data active = inhibition above about 22%;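 also: 0% = plate median of test compound wells and 100% = cytotoxic reference compound wells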
SKKanGAS inh = inhibitors of SKKanGAS S. pyogenes growth in kanamycin (SK-promoter or general growth effect); inhibition, % at 7.5 µM; 300,000 compounds, 1.3% hits; AID 1662; BacTiter-Glo, 6 h;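 active = mean replicate score, as percent of positive control median, at least 50; inconclusive = mean below 50 but one replicate at or above 50; inactive = mean and every replicate below 50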;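 also: strain carries kanamycin resistance gene driven by streptokinase promoter and grows in 40 µg/ml kanamycin; loss of luminescence reflects streptokinase promoter inhibition or plain growth inhibition; 0% = median of DMSO wells and 100% = positive control at its reference dose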
HSF1 inhib = HSF1 inhibition | NIH3T3-HGL HSE-luciferase, MG132-induced, luminescence 8 h; hits give low values | activity change, negative = inhibition, % at 7.5 µM (by protocol) | 300,000 compounds, 0.77% hits;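 active = more than half of replicate wells show activity change below -50%, luminescence cut by over half; inconclusive = some wells, but at most half, below -50%; inactive = no replicate well below -50%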;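 also: luciferase reports HSF-1 transcriptional activity via heat shock element; 0% = median of DMSO wells and -100% = zero luminescence signal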
aSyn UTR inh = MLPCN primary screen, SNCA 5' untranslated region. alpha-synuclein 5'UTR reporter, inhibitor activity. inhibition, % (tested at 7.5 µM). 300,000 compounds, 0.82% hits. AID 1813; in the data active = inhibition above about 60%; inconclusive = no clear call, values can overlap the other calls;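 also: H4 neuroglioblastoma cells stably carrying SNCA 5'UTR luciferase fusion; 0% = DMSO wells and 100% = positive control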
* = called active by the depositor; ? = inconclusive; nt = not tested or not shown. An unsorted share of the library; any-hit rate near 6%.

SMILES,HIF activator,HSF-1 act,KLF5 inhibitor,AI-2 QS modul,HSP90 refold inh,Platelet DG rel,IEC-6 tox,SKKanGAS inh,HSF1 inhib,aSyn UTR inh
CCN(CC)C(=O)/C(=C\c1ccncc1)NC(=O)c1ccccc1,-0.1,-3,-19,9,0,3,2,4,0,-5
Cc1cc(NC(=S)NC(=O)CC(C)C)ccc1Br,1.8,13,3,16,-1,5,-3,-1,7,-155
CC(=O)c1cccc(NC(=S)NC(=O)C(C)C)c1,0.6,0,-41,43,0,-8,12,-5,2,-28
CC(C)NC(=O)CCc1nc2cccnc2n1-c1ccccc1,-1.1,-5,-17,29,-1,-16,-6,-2,-5,-2
O=C(NCc1ccccc1)c1ccc(F)c(F)c1,-0.4,9,-21,13,1,0,-1,-13,-1,14
COc1ccc(C(=O)NCCN=C2NS(=O)(=O)c3ccccc32)cc1,-0.7,-12,-1,26,-2,2,2,-2,-2,9
N#CC(=C1SC=CS1)c1nc(-c2ccccc2)cs1,2.4,45,1,13,1,2,4,8,17,-305
CN(C(=O)COC(=O)c1nc(Cl)c(Cl)c(Cl)c1Cl)C1CCS(=O)(=O)C1 (configuration not stated),-6.9,-29,-24,4,-2,0,2,-6,?,-210
COc1ccc(-c2ccc(/C=N/N3C(=O)C4C5C=CC(C6CC56)C4C3=O)o2)c([N+](=O)[O-])c1 (configuration not stated),nt,nt,-28,-62,2,0,-2,-2,nt,2
Cc1cc2c(OCC(O)CNCc3ccco3)cccc2[nH]1 (configuration not stated),-8.6,-1,-26,24,-3,5,4,-4,-3,0
Cc1ccccc1-c1nc2sc(-c3ccccc3)cc2c(=O)o1,-1.3,-1,-28,13,1,-4,5,8,1,-24
Cc1cc(C)c2c(CC(=O)NN(C)C)coc2c1,0.2,-1,-6,-19,-3,9,-3,-3,-9,33
Cc1ccccc1NC(=O)c1c(-c2ccccc2)noc1C,0.0,-2,-7,24,-3,-4,-1,4,0,32
CCN1CCN(C(=S)Nc2cccc(C(F)(F)F)c2)CC1,nt,nt,-36,13,-1,-2,0,0,nt,20
Cn1c(=O)oc2cc(S(=O)(=O)NCc3ccc(F)cc3)ccc21,-0.5,-44,-20,28,-3,6,0,-4,-32,-4
O=C1c2cccc3cc(Br)cc(c23)C(=O)N1Nc1ccc(Br)cc1,1.0,14,-15,9,-3,10,-7,11,-3,26
COc1ccc(-c2ccnc3c(C#N)cnn23)cc1,0.1,-13,-15,11,0,12,-2,-5,-4,26
CCOc1ccc(CCNC(=O)c2ccc(=O)[nH]c2)cc1OCC,0.2,-2,4,26,1,7,1,-7,4,-30
CCc1ccccc1NC(=O)COc1ccc(C(=S)N2CCCC2)cc1,-0.5,-9,-1,61,1,1,-2,-3,-15,10
Cc1nc(CNC(=O)C2CCC(=O)N(Cc3cccc(F)c3)C2)sc1C (configuration not stated),-0.1,6,-7,28,-1,-6,-7,-8,-4,-13
CC1(C)CC(=O)C=C(NC2CCCCCC2)C1,nt,32,-26,49,0,-8,0,-4,5,39
COc1ccc(S(=O)(=O)NC(C)C(=O)NCc2ccncc2)cc1C (configuration not stated),0.1,-19,9,27,-5,-7,0,2,2,10
CCCOc1ccc(C2Nc3cccc4cccc(c34)N2)cc1,-1.0,-24,-80,16,39*,3,1,8,-7,-40
CCNC(=O)C/C(C)=N/NC(=O)C12CC3CC(CC(C3)C1)C2,-0.6,0,-21,16,1,-6,7,10,6,10
CC(C)Cc1cc(C(=O)NCCN2CCOCC2)no1,0.1,-7,-9,0,0,22,-2,-3,-7,-12
Cc1cccc(NC(=O)CSc2nc3ccccc3nc2N2CCCC2)c1C,0.2,19,-6,0,-1,-1,-12,6,2,-3
Cc1nc(N2CCN(C(=O)c3ccco3)CC2)nc2c1C(=O)CCC2,3.2,31,-90,29,-5,5,1,5,18,-121
CC(C)CC(C(=O)NCc1ccccn1)N1C(=O)c2ccccc2C1=O (configuration not stated),0.1,21,4,2,-1,0,0,-4,-2,9
CCOC(=O)c1c(CN2CCCCC2C)oc2ccc(OC)cc12 (configuration not stated),-0.2,-19,-70,18,-1,-2,-6,-3,4,-1
CCCNC(=O)c1ccc(Cn2cc(C(F)(F)F)ccc2=O)cc1,0.0,-11,18,12,-4,-1,-2,4,-3,2
COc1ccc(N2CCN(C(=O)[C@H](C)NC(=O)c3ccccc3Cl)CC2)cc1,0.7,-18,-21,5,2,4,-4,-4,2,-4
COc1ccc(CN2CCC(C)CC2)cc1OCc1ccccc1,0.9,7,-37,7,-2,-7,4,2,3,-36
O=C(N/C(=C/c1ccc(Br)cc1)C(=O)N1CCCC1)c1cccs1,-0.7,45,-40,19,0,0,6,-2,10,7
Cc1ccc(NC(=O)COc2coc(CN3CCc4ccccc43)cc2=O)c(C)c1,-0.4,0,nt,15,nt,nt,nt,-6,-5,0
COc1ccc(CNC(=O)COC(=O)CCn2c(C)csc2=O)cc1OC,-0.2,-8,nt,16,nt,5,nt,-23,-8,-4
COc1cc(C2/C(=C(\O)c3ccc4c(c3)CC(C)O4)C(=O)C(=O)N2CCCn2ccnc2)cc(OC)c1OC (configuration not stated),0.6,-11,0,11,-4,-6,3,27,-6,6
CC1CC(=O)Nc2ccccc2N1S(=O)(=O)c1ccc(C(F)(F)F)cc1 (configuration not stated),0.1,-1,-15,6,0,-33,-2,-4,-1,0
COc1cccc(CN2CC(C(=O)NCCC3=CCCCC3)CCC2=O)c1 (configuration not stated),0.3,7,-7,28,0,-9,6,-11,5,-2
NC(=O)Cn1nnc(-c2ccc(NC(=O)c3ccc(F)cc3)cc2)n1,1.5,16,-56,16,1,6,0,-11,23,-73
CC(=O)N1CCN(c2ccc(NC(=O)c3ccccc3C)cc2)CC1,-0.1,-5,-14,-1,5,-5,3,1,3,0
Cc1ccsc1/C=N/NC(=O)CNC(=O)c1ccccc1,-0.7,5,-28,?,-2,1,3,-2,1,-1
COc1ccc(C(=O)O/N=C(\N)c2ccc(Br)cc2)cc1,-16,28,-156,20,-2,0,1,1,4,-174
C=CCN1C(=O)C(CC(=O)Nc2ccccc2)S/C1=N/c1nccs1 (configuration not stated),0.5,17,5,15,-2,1,3,-6,7,-31
COc1ccc(/C=C(\NC(=O)c2ccco2)C(=O)NC(Cc2ccccc2)C(=O)O)cc1 (configuration not stated),-37,-9,17,26,-2,0,3,14,-1,-2
COc1ccc(-c2cc(C(=O)Nc3ccc(Br)cc3)no2)cc1,0.4,6,-33,21,3,-1,1,-9,-2,-50
Cc1ccc(NC(=O)/C(=C/c2ccc([N+](=O)[O-])cc2)NC(=O)c2ccccc2)cc1,-0.2,7,-11,16,2,6,4,5,-2,-4
COc1ccc(NC2CCCN(C(=O)c3ccc(C(C)=O)cc3)C2)cc1 (configuration not stated),0.0,-10,-17,19,-3,-10,0,-3,-11,3
O=C(Oc1ccc(N(C(=O)c2ccncc2)S(=O)(=O)c2ccc(Cl)cc2)cc1)c1ccncc1,-0.3,19,-11,-10,-2,4,-4,6,9,-10
CCO[C@H]1OC(C(=O)NCc2nc3ccccc3[nH]2)=C[C@@H](c2ccc3c(c2)OCO3)[C@@H]1CCCO,0.0,-6,nt,11,nt,-4,nt,4,-2,-12
COc1ccc(/C=N/NC(=O)CN(C2=NS(=O)(=O)c3ccccc32)c2ccccc2)cc1OC,0.4,-5,22,6,1,-1,3,-8,-7,1
COc1ccc(-c2cn3cccnc3n2)cc1,2.3,5,-150,5,0,8,0,-3,11,-75
C=CCSc1nc(N)c(C(=O)Nc2ccccc2C)cc1C(N)=O,-0.4,4,-9,5,-3,-16,-5,9,-2,27
COc1ccc2nc(C)cc(N3CCC(C(N)=O)CC3)c2c1,-0.1,-14,-49,12,0,4,1,3,-3,19
O=C(CS(=O)(=O)Cc1ccccc1)Nc1nnc(C2CCCCC2)s1,0.0,-9,-7,-20,-1,1,-4,3,-4,3
OC(c1ccc(Cl)cc1Cl)C(Cc1cccnc1)n1cncn1 (configuration not stated),-0.6,11,-15,5,1,0,-1,-2,5,-7
COc1ccccc1NC(=S)NCc1ccc(S(N)(=O)=O)cc1,-0.2,-4,-7,20,0,1,-6,-2,0,0

Carrying on:
SMILES,HIF activator,HSF-1 act,KLF5 inhibitor,AI-2 QS modul,HSP90 refold inh,Platelet DG rel,IEC-6 tox,SKKanGAS inh,HSF1 inhib,aSyn UTR inh
CCOc1ccc(C(=O)NCC(=O)OCC(=O)Nc2ccccc2OC)cc1,0.4,-19,-21,5,0,-1,-1,-1,-3,-1
CCOc1ccc(C(=O)Nc2ccccc2C#N)cc1[N+](=O)[O-],-0.4,-10,23,11,5,-9,4,3,3,-7
O=c1cc(-c2ccco2)oc2ccc(Cl)cc12,1.0,7,-15,6,-1,-1,-7,-4,11,-96
CCc1ccc2oc(=O)cc(CN3CCCCC3C)c2c1 (configuration not stated),-0.4,-8,-20,39,0,-3,2,12,-10,32
Cc1ccccc1NS(=O)(=O)c1cccc(-c2nnc(-c3ccccc3)o2)c1,-0.2,3,-19,21,1,4,3,6,0,5
COC(=O)c1ccc(Cl)c(NC(=O)NC2CCCCC2)c1,0.1,14,3,9,-2,1,-5,2,1,7
CCC1CCCCN1C(=O)COc1c(Br)cc(Br)c2cccnc12 (configuration not stated),-0.4,-16,-21,19,1,-4,7,7,-8,4
CCOC(=O)[C@@H]1[C@H]2COc3cc(OC)ccc3[C@@H]2N2C(=O)N(c3cccc(Cl)c3)C(=O)[C@@]12C,0.6,-5,4,10,-2,1,-5,3,4,-12
COc1ccc(CNC(=O)CCNS(=O)(=O)c2ccc(Br)s2)cc1,0.0,-4,-3,16,6,-1,-2,3,0,7
CCO[C@@H]1OC(C(=O)N2CCN(Cc3ccc4c(c3)OCO4)CC2)=C[C@H](c2csc3ccccc23)[C@H]1CCCO,-0.4,10,-5,-5,11,1,2,14,1,2
Cc1ccc(-c2nc(Nc3ccc(N4CCOCC4)cc3)c3ccccc3n2)cc1,2.0,39,-29,3,-3,8,3,41,10,-8
Cc1cccc(-[n+]2c(C)cc(C)c3c(=O)[nH]c(=O)[nH]c32)c1,-0.5,63*,-20,15,-4,0,4,-13,14,-12
COc1ccccc1NC(=O)NS(=O)(=O)c1ccc(C)cc1,-0.4,8,-5,45,3,-5,-1,0,8,-6
CCOC(=O)C1Nc2ccc(C(=O)O)cc2C2C=CCC12 (configuration not stated),-0.8,5,-16,-4,-1,2,-29,7,-1,6
CC(C)NC(=O)NC(=O)COC(=O)c1c2c(nc3ccccc13)CCC2,-0.3,16,14,19,0,9,-1,1,1,-3
NC(=O)C1(C(N)=O)OC1c1ccc(Cl)c(Cl)c1 (configuration not stated),0.1,1,-16,7,1,4,1,-4,-6,2
CC(=O)N1CCCc2cc(S(=O)(=O)N3CCN(c4ccccn4)CC3)ccc21,-0.9,5,25,8,9,-5,8,3,-2,-9
